Exocytosis inh – blocks lytic granule exocytosis; actives 0.66% (n = 360,000); TALL-104 LAMP-1 surface exposure, flow cytometry; cells stimulated with thapsigargin and PMA; inhibition, % at 10 µM;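 active means inhibition above about 55%, limit read from the data; inconclusive means no clear call, values can overlap the other calls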
ABCB6 inh 2 – blocks the human ABCB6 transporter. fluorescence ratio to DMSO, % at 10 µM. K562-ABCB6 porphyrin accumulation, flow cytometry, 1 h; stronger effect = lower value. actives 0.19% (n = 360,000);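 active means fluorescence ratio to DMSO below 75%, the collection mean minus 3 SD; inconclusive means too few cells collected in the well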;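 further: signal is porphyrin accumulated inside mitochondria; 100% equals median channel fluorescence of DMSO control wells; lower ratio means ABCB6 inhibition with less porphyrin fluorescence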
MC4R antag cAMP – antagonists of human melanocortin 4 receptor (MC4R); inhibition, % at 6.5 µM; actives 0.48% (n = 360,000); P32245; AID 540295; MC4R-expressing cells, MTII-stimulated cAMP, LANCE TR-FRET;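 active means inhibition above its plate's cutoff, the mean of tested wells on that plate plus 3 SD, cut at about 29% in these data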;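 further: 0% = Melanotan II alone and 100% = Melanotan II plus saturating MCL0020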
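Material: U2OS-MC4R stable cell line | Reagent: Melanotan II challenge after compound preincubation | Doses: One concentration, 6.5 µM nominal | Incubation: 30-min compound preincubation, 1-h Melanotan II challenge, 1-h detection, room temperature | Signal: TR-FRET cAMP assay | Replicates: One well per compound, no replicates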
Vif imaging – HIV Vif inhibition | inhibition, % at 7.49 µM | HEK293T cells, Vif self-association by quenched fluorescence, imaging, 24 h | actives 0.35% (n = 340,000) | AID 602346; in the data active means inhibition above about 50%, passing the limit was not always enough; inconclusive means no clear call, values can overlap the other calls; inactive means below about 31%; further: some results filed as inactive read as strong as hits
MC4R ag barr – human MC4R agonism via beta-arrestin. P32245. activation, % at 8.9 µM. AID 540308. actives 0.98% (n = 360,000). U2OS MC4R beta-arrestin complementation, luminescence; percent of melanotan II response, DMSO zero;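 active means activation above a per-plate cutoff, the mean activation of sample wells on that plate plus 3 SD, cut at about 8% in these data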
TLR9-MyD88 block – TLR9-MyD88 interaction inhibition | inhibition, % at 4.98 µM | actives 0.21% (n = 340,000) | Q9NR96+Q99836 | AID 504734 | CHO BLA complementation TLR9-MyD88, CCF4 FRET ratio;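 active means inhibition above the mean over all tested compounds plus 3 SD, cut at about 21% in these data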;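 further: 0% = DMSO only wells and 100% = clavulanate BLA inhibitor control wells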
ABHD5-PLIN5 inh – ABHD5-PLIN5 protein interaction inhibition; Split G. princeps luciferase complementation, luminescence, 4 h; inhibition, % at 4 µM; actives 0.78% (n = 360,000);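 active means inhibition above the mean inhibition across every tested compound plus 3 SD, cut at about 22% in these data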;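 further: 0% = DMSO only wells and the 100% control is not disclosed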
Target sequence (Q00G26 whole entry, looked up): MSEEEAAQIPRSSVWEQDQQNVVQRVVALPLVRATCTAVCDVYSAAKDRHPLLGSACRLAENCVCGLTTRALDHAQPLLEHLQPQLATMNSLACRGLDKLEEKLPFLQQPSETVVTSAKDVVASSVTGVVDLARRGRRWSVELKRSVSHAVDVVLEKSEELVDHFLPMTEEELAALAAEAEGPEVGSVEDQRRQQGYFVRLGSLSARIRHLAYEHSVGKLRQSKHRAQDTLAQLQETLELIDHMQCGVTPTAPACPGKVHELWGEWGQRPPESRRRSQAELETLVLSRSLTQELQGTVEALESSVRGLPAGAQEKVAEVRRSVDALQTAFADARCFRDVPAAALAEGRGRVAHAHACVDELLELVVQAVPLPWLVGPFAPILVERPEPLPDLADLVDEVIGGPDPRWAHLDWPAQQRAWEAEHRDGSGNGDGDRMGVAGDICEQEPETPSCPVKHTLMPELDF
Target sequence (Q8WTS1 whole entry, looked up): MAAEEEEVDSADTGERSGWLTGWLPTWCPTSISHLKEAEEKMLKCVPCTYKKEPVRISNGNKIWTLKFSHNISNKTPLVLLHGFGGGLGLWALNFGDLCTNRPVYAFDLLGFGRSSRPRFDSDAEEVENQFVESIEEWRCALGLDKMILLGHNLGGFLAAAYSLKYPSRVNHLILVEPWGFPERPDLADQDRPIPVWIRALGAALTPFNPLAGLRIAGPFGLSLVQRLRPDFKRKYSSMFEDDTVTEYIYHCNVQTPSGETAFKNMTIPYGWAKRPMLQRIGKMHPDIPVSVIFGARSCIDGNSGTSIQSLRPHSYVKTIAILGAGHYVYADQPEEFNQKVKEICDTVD
Glyco luc inh – blocks N-linked glycosylation in D54 reporter cells. reporter increase, % at 12.5 µM. D54 ERlucT glycosylation luciferase reporter, 24 h; percent of 100 nM tunicamycin response. actives 0.23% (n = 360,000);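 active means mean luciferase reporter signal, scaled so untreated is 0 and the glycosylation-blocking control 100, at or above a set limit in every replicate; inconclusive means mean reaches the limit but not every replicate does; inactive means mean below the limit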;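 further: luciferase carries N-glycosylation sites so blocking glycosylation raises the light; 0% = median of neutral control wells and 100% = median of 100 nM tunicamycin wells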
NOD2-RIPK2 inh – blocks binding of human NOD2 to RIPK2; O43353; CHO BLA complementation NOD2-RIPK2, CCF4 ratio; inhibition, % at 4.98 µM; actives 0.38% (n = 360,000); AID 624267; in the data active means inhibition above about 21%;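 further: 0% = vehicle only and 100% = reference blocker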
aDG glyco act – increases alpha dystroglycan glycosylation; Pro5-aDG cells, alpha-DG glycosylation AlphaScreen (IIH6); 0% Pro5, 100% B10-LARGE cell signal; activation, % at 10 µM; actives 0.22% (n = 360,000); AID 624168;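 active means activation of at least 8% versus controls, or a plate z-score of at least 8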;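 further: Pro5 are CHO cells carrying HIG-tagged alpha-DG that lacks glycosylation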
The depositor's hits bear a star; u = inconclusive; x = not tested or not shown. An excerpt. The share of hits here may be higher or lower than overall.

A first look (two entries):
SMILES	Exocytosis inh	ABCB6 inh 2	MC4R antag cAMP	Vif imaging	MC4R ag barr	TLR9-MyD88 block	ABHD5-PLIN5 inh	Glyco luc inh	NOD2-RIPK2 inh	aDG glyco act
CCCOC(=O)C1[C@H]2C(=O)N(CC3CCCO3)C[C@]23C=C[C@H]1O3 (some centres not stated)	-2	105	-2	x	-2.4	11	-9	0	-6	0.0
CC(=O)Nc1ccc(S(=O)(=O)N2CCC(NC(=O)C(Cc3ccccc3F)NC(C)=O)CC2)cc1 (configuration not stated)	-10	99	8	15	-0.7	4	3	2	5	-0.2

Main list, previewed entries included:
SMILES	Exocytosis inh	ABCB6 inh 2	MC4R antag cAMP	Vif imaging	MC4R ag barr	TLR9-MyD88 block	ABHD5-PLIN5 inh	Glyco luc inh	NOD2-RIPK2 inh	aDG glyco act
CCCOC(=O)C1[C@H]2C(=O)N(CC3CCCO3)C[C@]23C=C[C@H]1O3 (some centres not stated)	-2	105	-2	x	-2.4	11	-9	0	-6	0.0
CC(=O)Nc1ccc(S(=O)(=O)N2CCC(NC(=O)C(Cc3ccccc3F)NC(C)=O)CC2)cc1 (configuration not stated)	-10	99	8	15	-0.7	4	3	2	5	-0.2
CN(C)c1ccc(CNC(=O)C2(C)Cc3c(-c4cccc(C(F)(F)F)c4)ccnc3O2)cc1 (configuration not stated)	21	101	-4	-3	-0.8	x	-6	8	13	-0.3
COc1ccc(NC(=O)C2CCCN2C(=O)Nc2cccc(F)c2)cc1 (configuration not stated)	-7	92	3	-2	0.7	0	0	0	-4	-0.1
COc1ccc(N2C(S)=C(C#N)C(=O)NC2c2ccc(OC)c(OC)c2)cc1 (configuration not stated)	0	96	22	2	-0.5	-4	-24	1	-3	0.1
Cn1c(CN2CCN(c3ccccc3NS(C)(=O)=O)CC2)nc2ccccc21	0	96	10	3	-1.5	0	4	0	-1	-0.1
COC(=O)c1cc(OC(=O)CCc2ccc(OC)c(OC)c2)cc(C(=O)OC)c1	2	99	-6	-33	-0.9	0	4	3	-13	-0.1
O=C(NCCCn1ccnc1)C(=O)NCC1OCCCN1S(=O)(=O)c1ccc(Cl)cc1 (configuration not stated)	10	99	1	-3	-1.8	-1	1	1	-4	-0.1
CN(CC(=O)Nc1ccccc1N1CCCC1)S(=O)(=O)c1ccc(F)cc1	3	98	-5	-8	-3.1	1	4	-2	0	-0.2
Cc1cccc(OCC(=O)NC(=S)Nc2ccccc2N2CCOCC2)c1C	-3	98	3	2	-3.8	-1	-2	2	-11	0.0
CCOc1ccc(N=C2SC(C(=O)O)CC(=O)N2C)cc1 (configuration not stated)	7	103	11	11	-1.7	5	2	1	-2	-0.1
CCC(CO)Oc1cc(NCc2cccc(Cl)c2)c2ncn(C(C)C)c2c1 (configuration not stated)	0	109	-6	-3	3.2	1	0	3	17	1.9
O=C(NC(=S)NC1C2CC3CC(C2)CC1C3)C12CC3CC(CC(C3)C1)C2 (configuration not stated)	-1	95	2	2	-1.6	-3	-4	-3	1	-0.2
C[C@H]1CNC(=O)c2c(C(=O)Nc3cccc(Cl)c3)ncn21	-7	97	-1	1	-1.1	5	12	0	-17	2.7
Cc1cc(OCCCN2CCC(C(O)(c3ccccc3)c3ccccc3)CC2)ccc1Br	50	87	x	x	x	x	-1	x	-4	0.5
C[C@]12C=CC(=O)C=C1CC[C@H]1[C@@H]3C[C@@H](O)[C@](O)(C(=O)CO)[C@@]3(C)C[C@H](O)[C@@]12F	2	97	5	15	1.1	-15	-4	5	-24	-0.2
CCOc1cccc(-c2c(C(=O)N/N=C/c3ccc(C)s3)nnn2-c2nonc2N)c1	-12	113	14	-1	-2.3	-9	-10	6	11	-0.1
Oc1ccccc1CN1CCN(C(O)(c2ccccc2)c2ccccc2)CC1	44	100	3	23	-2.9	0	-5	-8	-1	0.2
CCc1ccccc1NC(=O)Cn1cccc1C1=NC(c2ccccc2)CO1 (configuration not stated)	2	94	4	11	3.8	2	-6	-2	9	0.2
O=C1C2CCCN2C(=O)N1CCN1CCN(c2ccccc2)CC1 (configuration not stated)	0	100	5	-18	-1.2	-7	-6	-1	1	1.5
COc1ccc(C(=O)Nc2ccc3ccccc3n2)cc1OC	-1	96	-2	10	-0.5	3	4	-1	0	0.1
O=C1C(Cc2ccc(O)cc2)NC(=S)N1C1CCCCC1 (configuration not stated)	3	85	-4	-10	0.1	-13	3	2	-3	0.0
Cc1ccc(NC(=O)c2cnccn2)cc1C	-2	94	15	-4	0.5	-10	0	-3	4	0.1
CCOCCn1cnc2sc(C(=O)NCCCN3CCOCC3)c(C)c2c1=O	3	100	6	-4	-1.9	2	-10	1	-1	0.1
O=C(O)C1CCN(S(=O)(=O)c2cccc3nonc23)CC1	14	98	4	-6	-0.9	-2	8	4	-13	-0.3
COc1ccc(C2=NN(c3nc4ccccc4s3)C(=O)/C2=C\N(C)C)cc1	-1	96	-6	-1	-2.7	3	-3	3	11	-0.2
CCCN(CC(=O)Nc1ccccc1C)C(=O)c1sc2ccccc2c1Cl	-5	86	-2	-3	-2.2	0	-1	-3	1	-0.1
CC(C)c1nc(=S)n(-c2ccccc2)[nH]1	1	106	-5	3	1.9	1	10	3	0	0.1
O=C(NC1CCN(Cc2ccccc2)CC1)c1cncc(Br)c1	0	95	-4	-4	-1.7	2	1	-3	1	0.0
COc1ccc(CC(=O)Nc2cccc(/C(C)=N/NC(=O)c3cccc([N+](=O)[O-])c3)c2)cc1	1	88	5	3	-0.7	1	2	1	0	0.1
CCOc1ccc(CCNC(=O)COC(=O)CCS(=O)(=O)c2ccc(C)cc2)cc1OCC	-2	105	10	2	-0.5	-17	0	2	-2	0.5
CCOC(=O)C1=C(C)N(C)C(=O)NC1c1c(C)nn(-c2ccc(C)cc2)c1Cl (configuration not stated)	-2	103	10	3	-2.8	-4	-4	0	5	-0.2
c1cc(-c2cccs2)nc(-c2cccs2)c1	3	104	3	x	-3.4	1	-2	2	4	0.0
O=C(O)CCn1cc(C(=O)O)c(-c2ccccc2)n1	0	87	-3	-4	-1.9	1	3	1	-117	-0.1
CC1(C(=O)NCc2cccc3ccccc23)CCN1Cc1cccc2c1OCO2 (configuration not stated)	18	96	-13	0	-1.3	x	4	7	5	-0.1
O=C(O)c1cccc2c1C(=O)c1ccccc1-2	-1	92	-2	8	-1.1	-1	-1	-1	-9	-0.1
Cn1c(=O)[nH]c(=O)c2c1nc(N1CCN(CCO)CC1)n2Cc1ccccc1	-2	101	1	-4	-2.4	-1	-19	2	-6	0.0
CN(C(=O)C1CCCN1S(=O)(=O)c1ccc(Cl)cc1)c1ccccc1 (configuration not stated)	-3	92	3	-8	-0.7	2	0	-1	-10	0.0
CCOC(=O)c1c(C)[nH]c(C)c1C(=O)CSc1ncccn1	1	84	6	9	1.7	-1	4	0	-2	0.1
Cc1cn([C@H]2C[C@H](O)[C@@H](CCC(=O)NCCc3ccc4ccccc4c3)O2)c(=O)[nH]c1=O	-4	97	x	1	x	x	-10	2	7	-0.1
COc1cc(OC)c2c(-c3cccc(-c4ccc(C#N)cc4)c3)cc(=O)oc2c1	-2	107	-10	-4	-2.6	-8	-4	12	4	0.0
O=C(COC(=O)C1CCN(S(=O)(=O)c2ccc3c(c2)OCCO3)CC1)Nc1cccc2ccccc12	-2	96	16	5	0.4	2	-4	2	7	-0.2
O=C(NCC1CCCCN1)c1cc(OCC(F)(F)F)ccc1OCC(F)(F)F (configuration not stated)	-3	97	-7	19	1.6	7	6	-2	-7	0.1
CCCNC(=O)c1cc(C2CCCCN2C(=O)c2ccc(C#N)cc2)on1 (configuration not stated)	1	99	12	0	-1.1	x	-2	0	-23	0.1
Cc1cc(NC(=O)C(C)SCC(=O)Nc2ccc(C(=O)OC(C)C)cc2)no1 (configuration not stated)	6	97	5	5	-1.0	4	1	0	1	-0.1
Clc1cccc(N/N=C(\Cc2nc3ccccc3[nH]2)c2ccccc2)c1	7	96	9	6	-2.0	7	1	-2	-3	0.4
CC(C)Cn1c(/C=C/c2ccco2)nc2ccccc21	-12	100	-1	-4	-2.5	12	6	1	5	0.0
O=C(Nc1cccc(Cl)c1)Nc1ccccc1C(=O)NCc1ccco1	5	97	2	x	-0.4	10	0	2	-4	0.0
CCOC(=O)c1c(C)[nH]c(C(=O)COC(=O)C(C)Oc2ccc(Cl)cc2Cl)c1C (configuration not stated)	-1	98	-1	-3	3.0	9	5	-1	1	-0.1
O=C(NC(=S)Nc1cc(S(=O)(=O)N2CCOCC2)ccc1O)c1ccco1	1	101	-1	-8	0.3	-4	-10	2	0	0.4
COc1ccc(C(=O)NNC(=S)NC(=O)c2cc(-c3ccccc3)nc3ccccc23)cc1	4	95	15	2	-2.8	3	0	1	1	0.9
CCOC(=O)c1c2n(c3ccc(O)cc13)CCC2	-2	96	11	4	-0.9	-3	1	-2	-15	0.0
COc1ccc(NC(=O)c2cccnc2C(=O)O)c(OC)c1	-2	92	0	-2	-1.6	4	1	4	-5	-0.1
CC(SCc1ccccc1)C(=O)NN=C1CCN(C)CC1 (configuration not stated)	-7	95	-1	-6	-0.8	7	-1	4	10	-0.1
O=C(O)CN1C(=O)c2ccc(Oc3cccc4c3C(=O)N(CC(=O)O)C4=O)cc2C1=O	10	101	-4	-5	-1.9	-6	2	3	-10	-0.3
COC(=O)[C@]1(Cc2ccccc2)N[C@H](c2ccc(-c3cccc(Cl)c3)c(OC)c2)[C@@H]2C(=O)N(C)C(=O)[C@@H]21	-2	99	14	-4	2.0	-11	9	-4	3	4.2
Cc1cccc(NC(=O)CCCn2cc([N+](=O)[O-])cn2)n1	-4	101	-2	18	-1.8	1	-1	2	4	0.1
Cc1ccc(-c2nn(-c3ccccc3)cc2NC(=O)CCl)cc1	1	97	37*	8	2.3	-9	-3	u	-6	-0.2
COC(=O)c1cccc(Oc2cccc(C(F)(F)F)c2)n1	-4	103	0	20	-2.3	-5	3	1	-4	0.1

Sorted by value in TLR9-MyD88 block (lowest first): 3 of the compounds above.
SMILES	Exocytosis inh	ABCB6 inh 2	MC4R antag cAMP	Vif imaging	MC4R ag barr	TLR9-MyD88 block	ABHD5-PLIN5 inh	Glyco luc inh	NOD2-RIPK2 inh	aDG glyco act
COC(=O)c1cccc(Oc2cccc(C(F)(F)F)c2)n1	-4	103	0	20	-2.3	-5	3	1	-4	0.1
CCOC(=O)c1c(C)[nH]c(C(=O)COC(=O)C(C)Oc2ccc(Cl)cc2Cl)c1C (configuration not stated)	-1	98	-1	-3	3.0	9	5	-1	1	-0.1
CC(C)Cn1c(/C=C/c2ccco2)nc2ccccc21	-12	100	-1	-4	-2.5	12	6	1	5	0.0
